# Bioassay records: PubChem BioAssay, National Center for Advancing Translational Sciences (NCATS)
# TRb-SRC2 inh: inhibitors of human thyroid hormone receptor beta-SRC2 interaction. TRbeta-SRC2 peptide binding, fluorescence polarization; receptor liganded with 1 µM T3. actives 0.065% (n = 280,000). Potency, µM (titrated, usually from 106 µM), inactives show at the highest dose activity change, negative = inhibition, hits mostly inhibitors;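 further: plate controls were bound peptide for no effect and peptide without receptor for full effect; nearly all actives have a fitted effect of over 50% in size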
#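 Assay buffer: 20 mM Tris-HCl, 100 mM NaCl, 10% glycerol, 1 mM EDTA, 0.01% NP-40, 1 mM DTT, 1 uM T3, 5% DMSO; TRb LBD 0.6 uM, Texas Red SRC2 20 nM; FP after 5 hr.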
# L3MBTL1 inh: blocks human L3MBTL1; Potency, µM (titrated, usually from 57.1 µM), for the others: at the highest dose activity, negative = inhibition, usual class: inhibitors; AlphaScreen L3MBTL1–H3K9me1 peptide binding; actives 0.66% (n = 230,000); Q9Y468; further: on the % scale 0 is the no-effect control and ±100 the full control effect; nearly all actives have a fitted effect of over 60% in size
# Target sequence (Q9Y468 whole entry, looked up): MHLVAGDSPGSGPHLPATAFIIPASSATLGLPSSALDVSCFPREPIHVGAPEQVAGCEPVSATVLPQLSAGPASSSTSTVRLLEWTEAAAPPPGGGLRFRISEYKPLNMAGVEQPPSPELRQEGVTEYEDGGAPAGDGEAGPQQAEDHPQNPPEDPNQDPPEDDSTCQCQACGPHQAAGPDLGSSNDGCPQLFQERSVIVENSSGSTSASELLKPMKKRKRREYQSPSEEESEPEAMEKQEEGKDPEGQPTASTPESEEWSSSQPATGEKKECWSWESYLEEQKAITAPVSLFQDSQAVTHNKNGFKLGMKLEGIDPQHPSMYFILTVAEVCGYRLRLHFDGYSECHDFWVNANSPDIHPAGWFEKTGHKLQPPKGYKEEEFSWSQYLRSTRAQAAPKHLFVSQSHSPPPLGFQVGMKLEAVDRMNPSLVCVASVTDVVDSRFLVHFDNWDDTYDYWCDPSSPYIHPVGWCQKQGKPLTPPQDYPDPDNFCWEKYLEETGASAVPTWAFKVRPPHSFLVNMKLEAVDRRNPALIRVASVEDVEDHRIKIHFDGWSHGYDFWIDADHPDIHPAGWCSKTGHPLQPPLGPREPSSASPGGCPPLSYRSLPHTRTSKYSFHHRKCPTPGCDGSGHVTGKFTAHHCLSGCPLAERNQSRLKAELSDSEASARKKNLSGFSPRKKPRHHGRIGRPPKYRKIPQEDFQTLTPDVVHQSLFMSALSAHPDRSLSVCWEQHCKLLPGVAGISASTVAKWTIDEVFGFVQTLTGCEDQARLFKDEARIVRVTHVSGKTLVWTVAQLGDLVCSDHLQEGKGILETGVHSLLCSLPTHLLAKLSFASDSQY
#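 L3MBTL1 (50 nM) pre-complexed 30 min with biotinylated H3(1-15)K9me1 peptide (75 nM), then compounds added for 30 min at room temperature; AlphaScreen streptavidin donor/nickel chelate acceptor beads (10 ug/mL final) read after 30 min dark incubation.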
# HTT cytoprotect: protects HTT-Q103 PC12 cells, measured by ATP; PC12 HTT-Q103 induced, cytoprotection, ATP luminescence, 40 h; Potency, µM (top dose mostly 56.4 µM), for the others: cytoprotection (ATP increase), most hits filed as activators; actives 0.14% (n = 230,000);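 further: % of control where 0% means no effect; nearly all actives have a fitted effect of over 45% in size; toxic huntingtin expression switched on by the ecdysone agonist tebufenozide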
#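 PC12 cells stably carrying ecdysone-inducible Htt exon 1 (Q103)–GFP were induced with 100 nM tebufenozide (final) alongside library compounds in a dose series. Cytoprotection was scored as retained ATP by ATPlite luminescence.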
# Tau fluor counter: counter-screen for tau fibril formation inhibitors. actives 0.93% (n = 280,000). tau K18 P301L Alexa594 fluorescence, heparin fibrillization. Potency, µM (doses to about 57.7 µM), for inactives: top-dose activity change, negative = decrease; further: on the % scale 0 is the no-effect control and ±100 the full control effect; nearly all actives have a fitted effect of over 55% in size
#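 Human tau K18 P301L (15 uM unlabeled, 0.24 uM Alexa 594-labeled) in 100 mM sodium acetate pH 7 with 20 uM heparin, 6 hr at 37 C. ThT 30 uM added, 1 hr ambient; Alexa 594 FP and total fluorescence read at 555/632 nm.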
# Tau ThT inhib: tau fibrillization inhibition (ThT binding); P10636; recombinant tau K18 P301L (four-repeat tau fragment), heparin-induced fibrillization, ThT fluorescence; Potency, µM (top dose mostly 57.4 µM), inactives show top-dose activity, negative = inhibition, usual class: inhibitors; actives 2.1% (n = 270,000); AID 1460; further: on the % scale 0 is the no-effect control and ±100 the full control effect; nearly all actives have a fitted effect of over 55% in size
# Target sequence (P10636 561-689 P618L limits assumed): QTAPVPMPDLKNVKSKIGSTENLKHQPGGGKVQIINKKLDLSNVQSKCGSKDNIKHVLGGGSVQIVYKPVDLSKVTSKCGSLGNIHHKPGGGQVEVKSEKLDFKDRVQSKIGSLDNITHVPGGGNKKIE
#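 Heparin-induced fibrillization of the P301L-mutant K18 repeat-domain fragment of human tau was followed by ThT binding in quantitative high-throughput format.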
# TexasRed fluor: Texas Red fluorescence interference in TRb-SRC2 counter-screen. Potency, µM (doses to about 106 µM), inactives show top-dose fluorescence change, negative = quenching. actives 0.29% (n = 280,000). TRb/SRC2 Texas Red total fluorescence interference; active means well fitted curve in either direction with a large enough effect; inconclusive means small, poorly fitted or top-dose-only effect; further: on the % scale 0 is the no-effect control and ±100 the full control effect
#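 Human TRβ ligand-binding domain (0.6 uM) and Texas Red SRC2 peptide (20 nM) in Tris buffer with 1 uM T3 and 5% DMSO were incubated with pinned compound for 5 hr at ambient temperature. Total fluorescence was computed as S + 2P (555/632 nm).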
# Tau FP inhib: inhibitors of human tau fibril formation. P10636. K18 P301L tau heparin fibrillization, Alexa594 FP, 6 h. Potency, µM (series often up to 57.7 µM), without a hit: at the highest dose activity, negative = inhibition, usual class: inhibitors. actives 0.39% (n = 280,000). AID 1468; further: on the % scale 0 is the no-effect control and ±100 the full control effect; nearly all actives have a fitted effect of over 55% in size
#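 Compound effects on tau fibrillization are measured by Alexa 594 fluorescence polarization (ex 555, em 632 nm). K18 P301L tau is used at 15 uM with 0.24 uM labeled tracer, and 20 uM heparin induces aggregation over 6 hr at 37 C.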
# RECQ1 inh: blocks DNA unwinding by human RECQ1; AID 2549; Potency, µM (highest dose often 57.3 µM), without a hit: at the top dose activity, negative = inhibition, hits mostly inhibitors; RECQ1 DNA unwinding, red fluorescence kinetic read; actives 0.54% (n = 240,000); P46063;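 further: plate controls were vehicle for no effect and no enzyme for full effect; nearly all actives have a fitted effect of over 30% in size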
#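 50 nM RECQ1T1 preincubated 15 min with compound in Tris pH 8.0 buffer with MgCl2, DTT, Tween-20 and 2.5 ug/ml poly(dI-dC); started with 200 nM TAMRA/BHQ-2 forked duplex and 2 mM ATP. Unwinding read as fluorescence (525/598 nm), two reads 2 h apart.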
# Numbers without * were called inactive; i = inactive; ? = inconclusive; nt = no result given; [ ] = dose if it differs, or a comment. Unless noted, the call rests on the fitted dose curve; in most records, active means well fitted curve in the direction sought with a large enough effect; inconclusive means small, poorly fitted or top-dose-only effect, or another doubt; inactive means no such curve, though single readings can be large; an effect the other way counts as inactive or inconclusive. Potency means the concentration at half of the fitted maximal effect. A portion of the library; the hit share may differ from the screen's.
SMILES,TRb-SRC2 inh,L3MBTL1 inh,HTT cytoprotect,Tau fluor counter,Tau ThT inhib,TexasRed fluor,Tau FP inhib,RECQ1 inh
Cc1nn(Cc2ccc(Cl)cc2)c(C)c1NC(=O)Cn1nc([N+](=O)[O-])c(Cl)c1C,6%,-4%,-27%,-5%,-1%,2%,-14%,-3%
CSc1ccccc1C(=O)NCCOc1ccccc1C,-1%,-4%,nt,-7%,-6%,-4%,6%,6%
Cc1nc2sc(C(c3cccs3)N3CCN(Cc4ccccc4)CC3)c(O)n2n1 (configuration not stated),8%,-3%,-9%[10 µM],-7%,-4%,3%,-6%,-2%
O=S(=O)(c1ccccc1)c1nc(-c2cccs2)oc1NCCCn1ccnc1,-3%,-9%,0%[0.074 µM],0%,6%,0%,4%,-9%
O=C(C1CCCN(S(=O)(=O)c2cccs2)C1)N1CCN(c2cccc(Cl)c2)CC1 (configuration not stated),-8%,nt,nt,-15%,-3%,-2%,0%,nt
CCC(c1nnnn1Cc1ccc2c(c1)OCO2)N1CCN(CC)CC1 (configuration not stated),-2%,-4%,21%[10 µM],1%,2%,-1%,2%,i
CCOc1ccc(N2C(=O)CC(NCc3ccc(S(N)(=O)=O)cc3)C2=O)cc1 (configuration not stated),-1%,nt,5%[10 µM],0%,nt,0%,3%,-6%
COc1cc(Cl)c(C)cc1NC(=O)COc1cc(C)nc(C(C)C)n1,1%,6%,-17%[10 µM],-10%,-5%,1%,-4%,-2%
CCOc1ccccc1/C=C/c1onc(C)c1S(=O)(=O)N1CCC(C(=O)N2CCCCC2)CC1,0%,nt,nt,-4%,-3%,-2%,5%,nt
COc1ccccc1N1CCN(C(=O)c2ccc([N+](=O)[O-])s2)CC1,3%,-6%,-12%[10 µM],-25%,?,-3%,1%,-8%
COc1ccccc1OCC(=O)NCC1CCCCC1,7%,-5%,-15%[10 µM],2%,3%,2%,10%,1%
CN(C)C(CNC(=O)C1CCCN(C(=O)c2ccc(Cl)cc2)C1)c1ccco1 (configuration not stated),4%,8%,-1%,8%,-4%,-2%,6%,10%
CCN(CC)S(=O)(=O)c1ccc2c(c1)N(CC(=O)NCCCN1CCN(c3ccccc3F)CC1)C(=O)CO2,-1%,nt,nt,-9%,-2%,0%,-6%,nt
CCCc1cc(=O)oc2cc(OCC(=O)Nc3ccc4c(c3)OCCO4)ccc12,-3%,nt,2%,-12%,-15%,0%,11%,-12%
CCN1CCCC1CNCc1cccc(OC)c1OCc1ccccc1F (configuration not stated),-1%,nt,15%,-4%,-8%,-1%,3%,i
CCC(C)NC(=O)COc1ccc(S(=O)(=O)N2CCOCC2)cc1 (configuration not stated),-4%,0%,9%[10 µM],-4%,-5%,-5%,-2%,i
C[C@@H]1C[C@H](OC(=O)c2ccccc2O)CC(C)(C)C1,-2%[53 µM],nt,1%[40.3 µM],nt,nt,0%[53 µM],nt,i
Cn1c(CN2CCOCC2)nnc1SCc1cccc(F)c1,-4%,53%[activator],-1%[10 µM],1%,3%,-11%,3%,-8%
O=C(Cc1cccc2ccccc12)NN1C(=O)C2C(C1=O)C1C=CC2C12CC2 (configuration not stated),3%,9%,24%[10 µM],-4%,-4%,2%,0%,-2%
O=C(N/N=C/c1ccc[nH]1)c1cccnc1,-8%,3%,3%,-8%,-4%,-2%,-5%,-13%
CCN1c2ccc(S(=O)(=O)N3CCOCC3)cc2N(Cc2ccc(OC)cc2)C1C (configuration not stated),-1%,-4%,nt,0%,-14%,2%,3%,i
COc1cccc(OC)c1C(=O)NNC(=O)c1cccc(COc2ccc3c(c2)CCC3)c1,8%,-10%,-46%[inhibitor],-19%,?,0%,1%,4%
COc1cc(S(=O)(=O)NCc2ccccn2)c(OC)cc1Cl,-4%,-1%,8%[10 µM],6%,2%,-3%,5%,-2%
CCOC(=O)c1cnc2c(ccc3ccccc32)c1Nc1ccccc1OC,-1%,nt,nt,-29%,-16%,2%,-5%,nt
CN1CCCC(OC(=O)c2cc(Br)ccc2Cl)C1 (configuration not stated),-20%,-6%,10%[10 µM],6%,4%,-1%,5%,-11%
Cc1ccc(C)n1-c1cccc(NC(=O)c2ccccc2)c1,-8%,4%,8%[0.074 µM],-9%,-9%,1%,-3%,-4%
CN(CC(=O)NCCN1CCCCCC1)S(=O)(=O)c1cccc2nsnc12,-6%,-8%,-24%,-8%,-24%,-9%,1%,-13%
O=C(Nc1ccc(Cl)c(Cl)c1)Nc1ccc(Br)cc1F,6%,17%,24%[10 µM],?,?,-19%,7.1µM*,-3%
O=C1CN(C(=O)c2ccc(S(=O)(=O)N3CCCC3)cc2)C(c2ccc(F)cc2)c2cc(Br)ccc2N1 (configuration not stated),-4%,nt,nt,-12%,-6%,1%,3%,nt
Cc1nc2ccccn2c1P(=O)(N1CCCCC1)N1CCCCC1,-3%,1%[11.4 µM],-12%[10 µM],1%,8%,-2%,2%,1%

# Ten entries from above, sorted by SMILES length, highest first.
SMILES,TRb-SRC2 inh,L3MBTL1 inh,HTT cytoprotect,Tau fluor counter,Tau ThT inhib,TexasRed fluor,Tau FP inhib,RECQ1 inh
O=C1CN(C(=O)c2ccc(S(=O)(=O)N3CCCC3)cc2)C(c2ccc(F)cc2)c2cc(Br)ccc2N1 (configuration not stated),-4%,nt,nt,-12%,-6%,1%,3%,nt
COc1cccc(OC)c1C(=O)NNC(=O)c1cccc(COc2ccc3c(c2)CCC3)c1,8%,-10%,-46%[inhibitor],-19%,?,0%,1%,4%
O=C(Cc1cccc2ccccc12)NN1C(=O)C2C(C1=O)C1C=CC2C12CC2 (configuration not stated),3%,9%,24%[10 µM],-4%,-4%,2%,0%,-2%
CN(CC(=O)NCCN1CCCCCC1)S(=O)(=O)c1cccc2nsnc12,-6%,-8%,-24%,-8%,-24%,-9%,1%,-13%
CCC(C)NC(=O)COc1ccc(S(=O)(=O)N2CCOCC2)cc1 (configuration not stated),-4%,0%,9%[10 µM],-4%,-5%,-5%,-2%,i
Cc1nc2ccccn2c1P(=O)(N1CCCCC1)N1CCCCC1,-3%,1%[11.4 µM],-12%[10 µM],1%,8%,-2%,2%,1%
Cc1ccc(C)n1-c1cccc(NC(=O)c2ccccc2)c1,-8%,4%,8%[0.074 µM],-9%,-9%,1%,-3%,-4%
Cn1c(CN2CCOCC2)nnc1SCc1cccc(F)c1,-4%,53%[activator],-1%[10 µM],1%,3%,-11%,3%,-8%
CN1CCCC(OC(=O)c2cc(Br)ccc2Cl)C1 (configuration not stated),-20%,-6%,10%[10 µM],6%,4%,-1%,5%,-11%
O=C(N/N=C/c1ccc[nH]1)c1cccnc1,-8%,3%,3%,-8%,-4%,-2%,-5%,-13%

# Further compounds.
SMILES,TRb-SRC2 inh,L3MBTL1 inh,HTT cytoprotect,Tau fluor counter,Tau ThT inhib,TexasRed fluor,Tau FP inhib,RECQ1 inh
N=C(N)c1ccc(O)cc1,0%,-3%,-7%[10 µM],-11%,-7%,-1%,-4%,6%
COc1ccccc1/C=N/NC(=O)CNC(=O)c1ccc(S(=O)(=O)N(C)C)cc1,4%,-19%,1%,-14%,-6%,-1%,-5%,-7%
C[C@@H](c1ccccc1)N1C(=O)[C@H]2[C@H]3[C@H](O)[C@H](O)C/C(=N/OC[C@@H](O)COCc4ccco4)[C@@H]3CC[C@@H]2C1=O,-9%[11.2 µM],nt,-8%[10 µM],-4%[11.6 µM],-1%[11.5 µM],2%[11.2 µM],-2%[11.6 µM],-6%[11.5 µM]
CCCN(CCC)C(=O)CSc1nc2ccsc2c(=O)n1NC(=O)c1ccccc1,-10%,4%,-10%,-7%,-5%,0%,-9%,-4%
Cc1ccc(S(=O)(=O)NC2(C(F)(F)F)C(=O)Nc3c2c(=O)n(C)c(=O)n3C)cc1 (configuration not stated),0%,nt,-5%[0.074 µM],-2%,-9%,-3%,-3%,-11%
Cc1[nH]c2ccccc2c1C(=O)C(=O)N1CCN(C(=O)c2ccco2)CC1,1%,-6%,nt,4%,6%,0%,3%,-14%
Cc1ccc(Nc2c([N+](=O)[O-])c(=O)oc3ccccc23)cc1C,9%[53 µM],-17%,-4%[10 µM],?,?,-2%[53 µM],-4%,i
Cc1ccc(CNC(=O)c2sc3nc(-c4ccc(F)cc4)ccc3c2N)cc1,-11%,nt,nt,?,?,?,-11%,nt
Cc1cccc(NC(=O)c2ccc(F)c(S(=O)(=O)N(C)C3CCCCC3)c2)c1,3%,nt,nt,-30%,0%,-1%,?,nt
Cc1ccccc1N1CCN(Cc2cccc(C(=O)O)c2)CC1,2%,3%,-1%,4%,3%,0%,3%,i
COc1ccc(Oc2nc3c(c(=O)n(C)c(=O)n3C)n2Cc2cccc(OC)c2)cc1,1%,nt,-6%,-18%,-20%,-8%,2%,0%
O=C(C1CCC(CNS(=O)(=O)c2cccc3nsnc23)CC1)N1CCN(c2ccccn2)CC1 (configuration not stated),-2%,nt,-6%,-7%,-18%,1%,-3%,i
CCCOn1c(OCC(C)C)nc2ccccc2c1=O,-9%,15%,-25%[0.074 µM],-2%,-7%,0%,6%,i
